Screens deposited in PubChem by National Center for Advancing Translational Sciences (NCATS).
Pf Dd2 inh: qHTS Primary assay for Inhibitors of Plasmodium falciparum Dd2 growth in vitro; P. falciparum Dd2 growth, SYBR Green, 72 h; hit rate 4.3% among 120,000; Potency, µM (highest dose often 28.9 µM), for inactives: at the top dose activity, negative = inhibition, actives largely listed as inhibitors; AID 1347417, 2020; active = well fitted inhibition curve with a large enough effect; inconclusive = small, poorly fitted or top-dose-only effect; inactive = no such curve, though single readings can be large or run the other way;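 also: plate controls were DMSO vehicle for no effect and reference drug for full effect; nearly all actives have a fitted effect of over 65% in size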
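Readout: SYBR Green fluorescence, 485 nm excitation, 535 nm emission, after ~16 h lysis at 37C. Before that, Dd2-infected red cells (2.5% hematocrit) grew 72 h with compound, 29 uM top final concentration.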
Numbers without * were called inactive; i = inactive; ? = inconclusive; [ ] = remark or other dose. Potency is read from the fitted curve at half-maximal effect. Some of the compounds tested; count on the stated rates, not on these rows.

SMILES | Pf Dd2 inh
COc1ccc2c(c1)c1c(c(=O)n(Cc3ccccc3)c(=O)n1CC(=O)Nc1ccccc1F)n2C | i
O=C(COc1ccc2ccccc2c1)NC1CC(=O)N(c2ccccc2)C1 (stereo not drawn) | 11%
COCCCN1CC2(CCN(CC(=O)N3CCNCC3)CC2)CC1=O | 4%
O=C(COc1cccc(F)c1)c1ccc2c(c1)N(CC(=O)N1CCOCC1)C(=O)CO2 | 16%
COc1ccc(C2C(C(N)=O)=C(C)Nc3nc(SCc4ccccc4Cl)nn32)cc1OC (stereo not drawn) | -23%
Cc1c(Cl)cccc1NC(=O)CCn1ccn2nc3c(c2c1=O)CCCC3 | -25%
Fc1ccccc1-n1ncc2c1ncn1nc(Cc3ccccc3)nc21 | -16%
Cc1c(C(=O)Nc2ccc(C(C)C)cc2)sc2nc3n(c(=O)c12)CCC3 | ?
O=C(C1CC1)N1CCC2(CC1)SCC(=O)N2c1ccc(Cl)cc1 | i
COc1ccc(S(=O)(=O)N(CC(=O)NCCSc2ccc(C)cc2)c2ccc(C)cc2)cc1 | -3%
COc1ccccc1NC(=O)CSc1nc(-c2ccc(C)cc2)nc2c1Cc1c(CO)cnc(C)c1O2 | -25%
CN1CC(=O)N2CCN(Cc3nn(C)c4cccc(Cl)c34)CC2C1=O (stereo not drawn) | 0%
CNC(=O)[C@@H]1CN(S(=O)(=O)c2ccc(F)c(C)c2)C[C@H]1C1CCN(C)CC1 | 6%
COC[C@@H]1[C@H](C(=O)N2CCN(c3ccccc3F)CC2)CCC(=O)N1C | -9%
CCN(C(=O)CCc1nc(-c2ccc(C)cc2)no1)c1cc(C)ccc1C | -15%
Cc1cn2nc(C(=O)NCc3cccc(Cl)c3)cc2c(N2CCCC2)n1 | i
Cc1ccc(N2CCN(S(=O)(=O)c3cccc4ccccc34)CC2)cc1Cl | -22%
COCC(=O)N[C@@H]1CN(Cc2ccc(C)c(C)c2)C[C@H]1CO | i
COc1cccc(-c2ccc3c(n2)CN(Cc2ccc(F)cc2)C(=O)CO3)c1 | ?
COCCCNC(=O)c1ccc(Cn2c(SCc3ccc(F)cc3)nc3cccnc32)cc1 | -22%

Exported tab-delimited: 6 of the compounds above.
mol	Pf Dd2 inh
Cc1ccc(N2CCN(S(=O)(=O)c3cccc4ccccc34)CC2)cc1Cl	-22%
CN1CC(=O)N2CCN(Cc3nn(C)c4cccc(Cl)c34)CC2C1=O (stereo not drawn)	0%
O=C(COc1ccc2ccccc2c1)NC1CC(=O)N(c2ccccc2)C1 (stereo not drawn)	11%
Cc1c(Cl)cccc1NC(=O)CCn1ccn2nc3c(c2c1=O)CCCC3	-25%
Fc1ccccc1-n1ncc2c1ncn1nc(Cc3ccccc3)nc21	-16%
CCN(C(=O)CCc1nc(-c2ccc(C)cc2)no1)c1cc(C)ccc1C	-15%

The listing continues:
SMILES | Pf Dd2 inh
CCCS(=O)(=O)N[C@H]1C[C@@H](c2nc(-c3ccc(OC)cc3)no2)N(C)C1 | ?
Cc1ncc2n1C(=O)N(C1CCN(Cc3ccc(F)cc3)CC1)C2 | ?
COCCNC(=O)[C@H]1C[C@H](Oc2cccnc2)CN1C(=O)c1cccc(OC)c1 | 3%
CC(=O)N1CCCCCC1c1nc(-c2cccnc2)no1 (stereo not drawn) | -21%
CN1Cc2ccccc2-n2ccnc2C12CCN(C(=O)c1ccn[nH]1)CC2 | i[5.79 µM]
Cc1ccc(CNC(=O)CCCn2c(=O)c3ccccc3n(Cc3ccccc3Cl)c2=O)cc1 | ?
Cc1ccc(-c2nnc(SCC(=O)NCc3ccccc3)o2)cc1 | 31%[activator]
O=C(CSc1nc2c([nH]c3ccccc32)c(=O)n1-c1ccc(F)cc1)Nc1ccc2c(c1)OCCO2 | ?
COc1ccc(NC(=O)Cn2c(=O)n(CCC(C)C)c(=O)c3cccnc32)cc1Cl | i
CCOc1ccc(-n2c(SCC(=O)N3CCC(C)CC3)nc3c([nH]c4ccccc43)c2=O)cc1 | i
COCCNC(=O)c1ccc(CC2CCN(C(=O)CN3CCCCCC3)CC2)cc1 | ?
CC(C)C[C@@H]1N[C@H](C(=O)NCCN2CCOCC2)Cc2cn(Cc3ccccn3)c3cccc1c23 | i
O=C1CC(c2ccccc2)N(C(=O)c2cccs2)CCCCCN1 (stereo not drawn) | -7%
Cc1ccccc1NC(=O)N1CCC(CCNC(=O)C2CC2)CC1 | 10%
COc1ccc(C2Cn3nnc(C(=O)N4CCC(C(=O)NC5CCCCCC5)CC4)c3CO2)cc1 (stereo not drawn) | i
COc1ccc(C)cc1NC(=O)c1cc2c(=O)n(Cc3cccnc3)ccc2nc1C | 52%[activator][5.79 µM]
COc1ccc(Cl)cc1S(=O)(=O)N1CCN(C(=O)c2cc(-c3ccc(Br)cc3)n[nH]2)CC1 | 10µM*
c1ccc(-c2cc(CC3(NCC4CCCCC4)COC3)no2)cc1 | 12%[44.1 µM]
O=C(NCc1nnc2c(-c3nc(C4CC4)no3)cccn12)c1cc(Cl)ccc1F | -13%
Cc1ccc(C(=O)NC[C@H]2O[C@@H](CC(=O)N3CCN(c4ccccc4)CC3)[C@H](O)[C@@H]2O)cc1 | 28%
Cn1c(CN2CCCN(C(=O)c3ccoc3)CC2)nnc1C1CC(N)C1 (stereo not drawn) | -4%
CCN1C(=O)COC[C@@H]1[C@H](O)c1ccc(NC(=O)c2ccc3c(c2)OCO3)cc1 | ?
CCCNC(=O)c1cccc2c1CCN2S(=O)(=O)c1cccc(C)c1 | ?
Cn1cc(CN2CCC(C(=O)N3CCCC3)CC2)c(-c2ccc(C3CCCCC3)cc2)n1 | 1%
COc1ccc(C(=O)N2CCc3nnc([C@@H]4C[C@@H](O)CN4C(C)C)n3CC2)cn1 | i
O=C(Cc1c[nH]c2ncc(-c3ccccc3)cc12)NCC1CCOCC1 | ?
O=C1c2ccccc2CN1C1CCN([S+](=O)([O-])c2cccs2)CC1 | 10%
CCN1C(=O)CCN(C(=O)C2(c3ccccc3)CC2)CC12CCOCC2 | -11%
O=C(CN1C(=O)C2(SCC(=O)N2c2cccc(Cl)c2)c2ccccc21)NCCc1ccccc1 (stereo not drawn) | ?
Cc1ccc(CN2CCc3oc(C)c(C(=O)N(C)CC(=O)N4CCCC4)c3C2)cc1 | ?
O=C(NCCC1=CCCCC1)C1CC(=O)N(c2n[nH]c3cccc(F)c23)C1 (stereo not drawn) | -6%
Cc1nn(-c2ccccc2)c(C)c1CC(=O)N[C@@H]1COCC[C@@H]1OCC1CC1 | 6%
COc1cc(NC(=O)CCN2CCCCO2)ccc1NC(=O)CC(C)C | -5%
CCOc1cc(CNC(=O)NC2COc3ccc(OC)cc3C2)cc(OCC)c1OCC (stereo not drawn) | -18%
COCCCn1cnc2cccnc21 | 9%[44.1 µM]
CC(=O)N1CCC(N2CCC3(CC2)CC(C(=O)N2CCOCC2)N(C)C3)CC1 (stereo not drawn) | 1%
COc1ccc2c(=O)n(CC(=O)N3CCCC(C#N)C3)ccc2c1OC (stereo not drawn) | -16%
N#Cc1ccc(C(=O)N2CCC(N3CCCC(C(=O)N4CCCC4)C3)CC2)cn1 (stereo not drawn) | 5%
COc1cc(CNC(=O)c2ccc(NC(=O)N3CCCCc4ccccc43)cc2)cc(OC)c1OC | 17%
Cc1ncc2c(n1)C[C@@H]1CC[C@H]2N1C(=O)c1cccnc1 | i

Quoted from the listing.
Cc1ccccc1NC(=O)N1CCC(CCNC(=O)C2CC2)CC1 | Pf Dd2 inh: 10%
COCCCn1cnc2cccnc21 | Pf Dd2 inh: 9%[44.1 µM]

The results go on:
SMILES | Pf Dd2 inh
CCOc1ccccc1C(=O)N(Cc1ccco1)Cc1ccco1 | 17%
COc1ccc(Cl)cc1C(=O)N1CCc2nc3cc(-c4ccccc4)[nH]n3c(=O)c2C1 | -10%[5.79 µM]
CNC(=O)CC1COCCN1C(=O)c1ccc2ncsc2c1 (stereo not drawn) | -7%
COc1ccc(-n2nc3n(c2=O)CCN(Cc2ccc(N(C)C)cc2)C3)cc1 | -10%
CCCC(C)N1CC2(CCN(Cc3nnc(-c4ccccc4)o3)CC2)OC1=O (stereo not drawn) | -3%
COc1ccc2nc(NC(=O)c3nc(SC(C)C)ncc3Cl)sc2c1 | 3%
CCOC(=O)c1ccccc1NC(=O)Cn1c(=O)n(CCC(=O)NCc2ccccc2OC)c(=O)c2ccccc21 | ?
CC(=O)NCCNC(=O)CCCc1nnc2n(C)c(=O)c3sccc3n12 | 49%[activator]
COc1ccc(CN2C(=O)[C@@H]3C[C@@H](CN3Cc3ccc(S(C)(=O)=O)cc3)Oc3ccccc32)cc1 | i
O=C(O)Cn1ccc2cc(OCCc3cccc(-c4cccc(F)c4)c3)cnc21 | i
COc1ccc(CC(=O)Nc2ccc([C@@H](O)[C@H]3COCC(=O)N3Cc3ccccc3F)cc2)cc1 | -6%
NS(=O)(=O)c1ccc(CCNc2nccn(-c3cccc(C(F)(F)F)c3)c2=O)cc1 | 21%
CC(C)(C)CC(=O)Nc1nc2c(s1)C[C@@H]1[C@](C)(CO)[C@H](O)CC[C@@]1(C)[C@@H]2CC(=O)NCc1ccccc1 | i
COc1ccc2c(c1)CCN=C2C[C@H]1CN(C(=O)c2cccnc2)CC[C@H]1CC(=O)O | 15%[44.1 µM]
Cc1ccc(Cl)cc1N1CCN(C(=O)Cn2nc(C)n3c(cc4sccc43)c2=O)CC1 | 2%
COc1cccc(CN2CCC(N3Cc4cnc(C)n4C3=O)CC2)c1 | i
CCS(=O)(=O)N1CCC(CC(=O)NCc2ccccc2)C1 (stereo not drawn) | 32%[activator]
CCOc1ccc(CNC(=O)c2ccc3c(c2)nc2n3CCCCC2)cc1 | -29%
COc1ccc(-c2nc(C3CC(=O)N(c4ccc(OC)c(OC)c4)C3)no2)cc1OC (stereo not drawn) | ?
CCOC(=O)c1cnc2c(Cl)c(Cl)ccc2c1Nc1ccc(N(C)C)cc1 | 12%
COC1C(=O)N(CC2CC2)C12CCN(C(=O)c1cnccc1C)CC2 (stereo not drawn) | 9%
Cc1ccc2c(c1)N(C(=O)Nc1cccc3c1CCCC3)CCO2 | -25%
COCC(=O)N[C@H]1C[C@@H](CO)N(Cc2ccsc2)C1 | -1%
O=C1NC2(Cc3ccccc31)CN(Cc1ccc(C(F)(F)F)cc1)C2 | -1%
CCOc1ccc(NC(=O)Cn2c(=O)oc3cc(S(=O)(=O)N4CCC(C)CC4)ccc32)cc1 | 5%
COCCNC(=O)C1COC2(CCN(C(=O)c3ccc(OC)cc3)CC2)N1C(=O)c1cccc(C)c1 (stereo not drawn) | -12%
CC(=O)N1CC[C@@H]2NC(=O)[C@H]3C[C@H](NC(=O)c4cccs4)CN3C(=O)[C@H]21 | -6%[44.1 µM]
CNCCN1C(=O)CC[C@H]2CN(c3ncc(Cl)cc3F)CC[C@H]21 | ?
COc1ccc(-c2cc(N3CCC(NC(=O)CCc4ccccc4)CC3)n[nH]2)cc1 | ?
O=c1oc2ccccc2c(N2CCN(c3ccc(F)cc3)CC2)c1CN1CCCC1 | ?
COc1ccc(C(=O)N2CC(c3nnc(-c4ccncc4)o3)C3(CCOCC3)C2)cc1F (stereo not drawn) | i
COc1ccc(-c2cnc([C@@H]3COCCN3Cc3ncc[nH]3)[nH]2)cc1 | -20%[44.1 µM]
COc1cc(OC)cc(C(=O)N2CCC(Cc3nc(-c4cccc(OC)c4)no3)CC2)c1 | i
Cc1ccc(C(=O)Nc2nc3ccc(S(=O)(=O)N4CCCC4)cc3s2)cc1 | 5%
CCc1ccc(S(=O)(=O)Nc2ccc3c(c2)n(C)c(=O)c(=O)n3C)cc1 | 27%
CC1CCCCN1CCCNC(=O)Cn1ncc2c3ccccc3n(Cc3ccccc3)c2c1=O (stereo not drawn) | 46%[activator]
Cn1c(Cn2cncn2)nnc1C1CCN(Cc2ccc3ccccc3n2)CC1 | -23%
CNC(=O)[C@@H]1C[C@@H](n2cc(CN(C)C(=O)c3cccc(F)c3F)nn2)CN1 | 21%
COCCNC(=O)[C@@H]1C[C@@H](O)CN1C1CCN(C(=O)c2ccc3ncccc3c2)CC1 | -12%
COCCN1C(=O)CCc2cc(NC(=O)c3ccc(C)c(C)c3)ccc21 | i

Sorted by SMILES length (lowest first): 3 of the compounds above
SMILES | Pf Dd2 inh
O=C(O)Cn1ccc2cc(OCCc3cccc(-c4cccc(F)c4)c3)cnc21 | i
CCc1ccc(S(=O)(=O)Nc2ccc3c(c2)n(C)c(=O)c(=O)n3C)cc1 | 27%
COCCNC(=O)[C@@H]1C[C@@H](O)CN1C1CCN(C(=O)c2ccc3ncccc3c2)CC1 | -12%

Continuation.
SMILES | Pf Dd2 inh
COc1ccc(S(=O)(=O)NCCc2sc3nc(-c4ccc(C)cc4)nn3c2C)cc1F | -26%
Cc1ccc2c(=O)cc(C(=O)Nc3ccc(S(=O)(=O)N4CCCCCC4)cc3)oc2c1 | i
O=C(COc1ccccc1Cl)Nc1ccc2nc(SCC(=O)N3CCCC3)sc2c1 | ?
CCCCCn1c(=O)[nH]c2cc(C(=O)Nc3ccc(F)cc3)ccc2c1=O | 22%
O=C(c1cc2c(s1)CN(C1CCCC1)C2)N1CCCCCC1 | ?
CCN1c2cc(C(=O)NCc3ccc(F)cc3)ccc2C(=O)N2CCCCCC21 (stereo not drawn) | i
Cc1cccc(C)c1OCc1nc2c3cnn(-c4ccccc4Br)c3ncn2n1 | 32%[activator]
CNC(=O)[C@@H]1CN(C(=O)c2ccc(C)nc2)C[C@H]1CO | ?
COC[C@@H]1CN(Cc2ccccn2)C[C@H]1C(=O)N(C)C | 12%
O=C(CCc1nnn2c1CN(C(=O)Cc1c[nH]c3ccccc13)CC2)N1CCCC1 | i
O=C(Cn1cc(C(=O)c2cccs2)c2ccccc21)Nc1ccc(Br)cc1 | ?
CCC(=O)N1Cc2ccccc2CC2(CCN(Cc3cccnc3)C2)C1 (stereo not drawn) | ?
